High-throughput results deposited in PubChem by several laboratories.
FBA Mtb inh – Mtb fructose-bisphosphate aldolase inhibition; P9WQA3; purified M. tuberculosis FBA, fluorescence read-out; inhibition, % at 1 µM; actives 2.3% (n = 360,000); AID 588726; in the data active = inhibition above about 27%;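 also: 0% = vehicle and 100% = reference inhibitor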
Target sequence (P9WQA3 whole entry, looked up): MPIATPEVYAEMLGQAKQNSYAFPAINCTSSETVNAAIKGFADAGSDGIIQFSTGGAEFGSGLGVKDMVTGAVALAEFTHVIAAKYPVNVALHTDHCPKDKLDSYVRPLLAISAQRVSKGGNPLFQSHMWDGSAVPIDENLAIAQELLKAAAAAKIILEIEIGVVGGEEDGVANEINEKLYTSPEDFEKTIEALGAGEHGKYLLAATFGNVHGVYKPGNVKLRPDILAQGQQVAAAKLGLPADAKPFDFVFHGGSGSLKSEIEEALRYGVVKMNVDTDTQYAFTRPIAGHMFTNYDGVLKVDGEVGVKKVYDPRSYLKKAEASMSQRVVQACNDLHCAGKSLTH
Rv3671c inh – Rv3671c (M. tuberculosis) protease inhibition; P9WHR9; inhibition, % at 5.96 µM; actives 0.048% (n = 320,000); AID 2606; in the data active = inhibition above about 38%;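 also: extracellular domain of Rv3671c used as enzyme; 0% = enzyme with DMSO and 100% = no enzyme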
MazEF act – increases E. coli MazEF RNase cleavage of RNA; P0AE70; actives 0.32% (n = 350,000); FAM/BHQ RNA-DNA oligo cleavage fluorescence, 5 h; activation, % at 20 µM; AID 504720; in the data active = activation above about 50%
Target sequence (P0AE70 whole entry, looked up): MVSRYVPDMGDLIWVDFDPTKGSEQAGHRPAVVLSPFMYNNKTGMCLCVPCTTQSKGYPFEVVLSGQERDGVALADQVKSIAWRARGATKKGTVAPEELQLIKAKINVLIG
Vc quorum ag – inducers of Vibrio cholerae quorum light production without autoinducers; activation, % at 18.7 µM; actives 0.16% (n = 350,000); V. cholerae BH1578 lux reporter, luminescence, 6 h; AID 588436; in the data active = activation mostly above about 9.7%, no sharp cut-off; also: not every result past the cut was called active; inactives centre near 0; reference of the scale not given here
GDH-TPI inh – counter-screen for M. tuberculosis FBA inhibitors: GDH-TPI coupled enzymes. GDH-TPI coupled enzyme counterscreen, NADH absorbance. inhibition, % at 4.8 µM. actives 1.2% (n = 360,000); in the data active = inhibition above about 30%;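 also: 0% = DMSO wells and 100% = wells lacking the enzyme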
UGM FP inh – inhibitors of M. tuberculosis UDP-galactopyranose mutase; P9WIQ1; purified UGM, fluorescence polarization probe displacement; inhibition, % at 10 µM; actives 0.06% (n = 320,000); AID 504406; in the data active = inhibition above about 10%, passing the limit was not always enough
Target sequence (P9WIQ1 whole entry, looked up): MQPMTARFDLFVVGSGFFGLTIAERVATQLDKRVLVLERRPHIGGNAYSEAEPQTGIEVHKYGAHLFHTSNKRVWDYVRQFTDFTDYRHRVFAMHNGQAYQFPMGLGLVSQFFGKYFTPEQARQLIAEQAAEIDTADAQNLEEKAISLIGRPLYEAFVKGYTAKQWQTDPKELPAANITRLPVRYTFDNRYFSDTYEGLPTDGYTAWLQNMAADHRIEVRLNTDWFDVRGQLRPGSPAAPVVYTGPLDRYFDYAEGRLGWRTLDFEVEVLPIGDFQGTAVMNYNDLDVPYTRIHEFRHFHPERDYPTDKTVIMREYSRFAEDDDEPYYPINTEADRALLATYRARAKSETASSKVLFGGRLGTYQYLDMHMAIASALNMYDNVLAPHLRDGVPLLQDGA
3CLpro inhibitor – SARS-CoV 3CLpro protease inhibition. P0C6X7. inhibition, % at 6 µM. recombinant SARS-CoV 3CLpro, quenched FRET peptide cleavage. actives 0.14% (n = 290,000); in the data active = inhibition above about 12%
BioA inh – BioA (M. tuberculosis) enzyme inhibition; inhibition, % at 9.99 µM; AID 602481; actives 0.096% (n = 360,000); purified M. tuberculosis BioA enzyme, plate reader; in the data active = inhibition above about 40%
VHR inh abs – DUSP3 (human) phosphatase inhibition; recombinant VHR phosphatase, pNPP absorbance; inhibition, % at 13.3 µM; actives 0.52% (n = 290,000); AID 1654; in the data active = inhibition above about 50%; also: some compounds called inactive have numbers as strong as hits
Target sequence (P51452 whole entry, looked up): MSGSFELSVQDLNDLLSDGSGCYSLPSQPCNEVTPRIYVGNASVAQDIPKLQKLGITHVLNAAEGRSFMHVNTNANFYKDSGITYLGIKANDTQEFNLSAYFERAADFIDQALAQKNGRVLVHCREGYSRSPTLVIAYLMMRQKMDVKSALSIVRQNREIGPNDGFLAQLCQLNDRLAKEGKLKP
SSB-PriA inh – inhibitors of Klebsiella pneumoniae PriA binding to SSB C-terminal tail. AlphaScreen SSBct-PriA binding, biotinylated peptide. inhibition, % at 33 µM. actives 0.6% (n = 430,000). AID 1272365; in the data active = inhibition mostly above about 37%, no sharp cut-off; inactive = mostly below about 20%;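 also: plate controls were negative control peptide for no effect and reference peptide for full effect; strong numbers were not always called active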
The depositor's hits bear a star; i = inactive; . = no result given; + = active, no number; & = joins results of further samples. A portion of the library, so the mix of outcomes need not match the whole.

SMILES	FBA Mtb inh	Rv3671c inh	MazEF act	Vc quorum ag	GDH-TPI inh	UGM FP inh	3CLpro inhibitor	BioA inh	VHR inh abs	SSB-PriA inh
CN(C)S(=O)(=O)c1cccc(NC(=O)c2ccc(NS(=O)(=O)c3cccs3)cc2)c1	0	-17	-9	i	9	4.1	.	-4.4	.	-1
CC(C(c1ccc2c(c1)OCO2)c1c(N)n(C)c(=O)n(C)c1=O)[N+](=O)[O-] (configuration not stated)	3	-6	11	i	6	-1.1	.	0.8	.	-4
CCC(CC)c1nnc(NC(=O)C2CC(=O)N(CCc3ccc(F)cc3)C2)s1 (configuration not stated)	-10	-3	8	-0.2	-3	-0.7	-1	0.5	-8	0
Cc1cccn2c(CN(C)C3CCCc4ccccc43)c(C(=O)N3CCOCC3)nc12 (configuration not stated)	4	-5	1	-4.1	-1	-6.1	0	0.8	25	0
Cc1nn(C)c(C)c1S(=O)(=O)N(CC(=O)NCCCOC(C)C)c1ccc(C(C)C)cc1	-2	-4	-5	-0.2	-14	-1.1	-6	-0.8	15	-7
Cc1ccc(C)c(C(O)c2ncc(-c3ccc(C(F)(F)F)cc3)[nH]2)c1 (configuration not stated)	-1	.	.	-0.7	3	.	.	1.2	.	.
Cc1ccc(C)c(N2CCN(CCCNC(=O)Cn3cccc3C(=O)c3ccccc3C)CC2)c1	3	11	-2	-0.2	-14	-6.4	-2	.	1	31
COc1ccc(C(CNC(=O)c2ccc(NS(=O)(=O)c3ccc(F)cc3)cc2)N2CCOCC2)cc1 (configuration not stated)	-2	-4	1	-0.8	-9	-2.4	5	1.1	6	6
CC1(C)CC2CC(C)(CN2C(=O)C23CCC(C)(C(=O)C2)C3(C)C)C1 (configuration not stated)	1	1	3	-0.3	8	-4.8	1	.	8	4&-7
COc1ccccc1-c1ccc(=O)n(CC(=O)NC(C)(C)C)n1	4	2	7	-0.2	15	1.5	-2	.	-5	-2
Cc1ccc(N(C)S(=O)(=O)c2c(C)[nH]c(C)c2C(=O)N2CCCC2)cc1	-2	2	4	-0.6	-8	-0.4	-1	0.6	-15	-8
COC(=O)c1cc(NC(=O)CC2NC3CCCCC3NC2=O)cc(C(=O)OC)c1 (configuration not stated)	-7	-12	4	-0.2	6	-2.3	4	-2.3	27	-2
CCOC(=O)c1sc(N2C(=O)C(O)=C(C(=O)c3ccc(C)o3)C2c2ccc(OC)c(OC)c2)nc1C (configuration not stated)	-5	3	-7	i	-1	0.9	-1	4.7	22	6
Cc1ccc2nc(SCc3ccc([N+](=O)[O-])cc3)nc(C)c2c1	-6	-6	12	i	6	-0.5	1	-0.6	3	-1
CCc1cc(C(=O)N2CCCC(N3CCN(c4cccc(C(F)(F)F)c4)CC3)C2)n(C)n1 (configuration not stated)	-2	-1	0	-0.5	-3	1.1	-8	0.8	1	-3
Cc1ccc(-n2c(O)c(C=NCc3ccccn3)c3ccccc3c2=O)cc1	5	-1	1	-0.4	10	-0.4	-1	-0.6	-1	-3
COc1ccc(S(=O)(=O)N2CCC(C(=O)NCCc3c[nH]c4ccccc34)CC2)cc1	0	2	-1	-0.3	-4	0.0	1	-0.4	-29	-4
COCCCN1C(=O)C(=O)/C(=C(/O)c2ccc(S(=O)(=O)N3CCOCC3)cc2)C1c1ccc(Cl)cc1 (configuration not stated)	0	-4	-1	-0.3	14	1.7	8	-2.0	-3	.
CCOC(=O)C(NS(=O)(=O)c1ccccc1)(C(F)(F)F)P(=O)(OCC(C)C)OCC(C)C (configuration not stated)	-3	-8	0	.	7	1.8	-4	1.5	16	-1
O=C(COc1ccc(S(=O)(=O)N2CCCC2)cc1Cl)NCc1cccnc1	0	7	4	-0.6	-1	1.4	3	-0.3	11	-5
O=C1NC(=O)N(Cc2ccco2)C(=O)/C1=C/c1cccn1CCOc1ccccc1Cl	-4	-4	-19	-0.4	7	-1.8	6	.	-12	-7
Cc1nnc(C)n1/N=C/c1cccs1	-7	2	0	i	-4	-0.8	1	-4.7	31	.
CC(C)(C)c1ccc(C(=O)c2c[nH]c(C(=O)NCc3cccs3)c2)cc1	-4	-11	-7	-0.7	6	0.4	0	-0.6	29	-7
CCOC(=O)C1=C(CNCc2ccc(C)cc2)NC(=O)NC1c1cc(C)ccc1C (configuration not stated)	2	-6	0	i	3	-0.5	5	-0.7	13	17
CCN(CC(=O)Nc1c(F)cccc1F)C(=O)CCCN1C(=O)c2cccc3cccc(c23)C1=O	4	.	4	-0.4	9	.	.	-2.4	.	.
C=CCN(c1ccc(C(=O)Nc2ccc(C)cc2)cc1)S(C)(=O)=O	2	-3	14	-0.1	2	-0.8	7	.	10	7
CCOc1ccc(C(=O)CCN2CCCCCC2)cc1	4	6	2	1.1	-7	5.6	3	.	10	1
Cc1occc1C(=O)NNC(=O)c1ccc(S(=O)(=O)N(C)C)cc1	0	-1	5	i	-2	-2.7	.	-1.4	.	12
CC1(C)CC(NC(=O)CC(c2ccccc2)c2ccccc2)CC(C)(C)N1	-1	3	6	i	-4	-3.2	0	-1.0	-23	-10
O=C(NNC(=O)c1cc2c(s1)CCCC2)c1ccccc1	0	-7	1	i	5	-1.3	-3	.	4	-10
CCOC(=O)C1(C)CCCN(C(=O)c2ccc3ccccc3c2)C1 (configuration not stated)	-4	.	.	i	7	.	.	-1.0	.	.
CCC(C)NC(=O)CSc1nc2c(sc(=S)n2Cc2ccco2)c(=O)n1-c1ccccc1 (configuration not stated)	0	-3	4	-0.7	20	1.1	-3	.	12	-5
COCCn1c(C)cc(C(=O)CN2CCCCC2)c1C	4	-8	2	-1.6	3	-0.4	1	.	7	-3
N#Cc1ccc(S(=O)(=O)Nc2ccccc2N2CCOCC2)cc1	2	2	1	-2.0	2	-1.5	.	0.2	.	0
COc1ccc(OCc2nnc(SCC(=O)Nc3oc(C)c4c(C)n[nH]c(=O)c34)n2C)cc1	-1	.	-4	-0.4	-1	.	.	0.4	.	.
COc1cc2ccc(=O)oc2c(O[C@@H]2O[C@H](CO)[C@@H](O)[C@H](O)[C@H]2O)c1O	185*	2&1	5&-5	-0.8&-0.9	1&1	-0.1&-1.4	2	-1.1&-0.6	-10	-3
CCOc1ccccc1C(O)C1=CC(=O)c2ccccc2C1=O (configuration not stated)	5	.	-5	1.1	0	.	.	-0.2	.	-11
Cc1ccccc1OC(=O)c1cccnc1	0	.	-1	-0.9	5	0.8	-4	2.6	1	-12
O=C(NNC1=NC2(CCCC2)Cc2ccccc21)c1cccnc1	-5	3	7	-0.9	4	-0.2	-2	0.6	30	-3
Cc1ccc(S(=O)(=O)Nc2c(C)[nH]c(=O)[nH]c2=O)cc1C	2	-6	2	-0.2	-1	6.9	2	.	-8	-4
CC(C)N(Cc1nc(-c2ccc(Cl)cc2)no1)C(=O)c1cccs1	1	0	5	-0.2	14	1.9	2	.	-5	-26
CCOC(=O)c1c(N)ssc1=S	-1	-5	2	i	7	3.4	2&2	-0.2	11&4	-10
Fc1ccc(OCc2nnc(-c3ccccc3Br)o2)c(Cl)c1	1	-4	3	-0.2	4	-0.1	0	-1.3	35	-10
O=C1C2CC=CCC2C(=O)N1Cc1nnc(-c2ccccc2Br)o1 (configuration not stated)	0	0	7	-0.1	8	0.1	1	-0.7	-11	8
O=C1C2C3C=CC([C@@H]2C(=O)N1c1nccs1)C31CC1 (some centres not stated)	-1	-3	1	-0.1	-8	-2.5	-9	.	34	-19

Whole records as entered above:
`CCOC(=O)c1c(N)ssc1=S` reads FBA Mtb inh = -1; Rv3671c inh = -5; MazEF act = 2; Vc quorum ag = i; GDH-TPI inh = 7; UGM FP inh = 3.4; 3CLpro inhibitor = 2&2; BioA inh = -0.2; VHR inh abs = 11&4; SSB-PriA inh = -10
`CCOC(=O)C1(C)CCCN(C(=O)c2ccc3ccccc3c2)C1` (configuration not stated) reads FBA Mtb inh = -4; Rv3671c inh = .; MazEF act = .; Vc quorum ag = i; GDH-TPI inh = 7; UGM FP inh = .; 3CLpro inhibitor = .; BioA inh = -1.0; VHR inh abs = .; SSB-PriA inh = .
`Fc1ccc(OCc2nnc(-c3ccccc3Br)o2)c(Cl)c1` reads FBA Mtb inh = 1; Rv3671c inh = -4; MazEF act = 3; Vc quorum ag = -0.2; GDH-TPI inh = 4; UGM FP inh = -0.1; 3CLpro inhibitor = 0; BioA inh = -1.3; VHR inh abs = 35; SSB-PriA inh = -10

New compounds follow:
SMILES	FBA Mtb inh	Rv3671c inh	MazEF act	Vc quorum ag	GDH-TPI inh	UGM FP inh	3CLpro inhibitor	BioA inh	VHR inh abs	SSB-PriA inh
Cc1cc(C)cc(C(=O)N2CCN(c3ccccn3)CC2)c1	7	6	11	-0.6	7	0.4	0	-4.0	16	16
CC(C)(C)NC(=O)NC(=O)CSc1ccc(S(=O)(=O)N2CCCCC2)cn1	-2	-8	-4	i	2	1.2	.	-0.7	.	-4
CC(C)N(Cc1ccccc1)C(=O)COC(=O)c1c(F)cccc1F	-4	-1	4	i	-6	-1.1	.	-0.5	.	-13
COc1cc(NC(=O)C/C(C)=N/NC(=O)C(=O)NCCO)c(OC)cc1Cl	4	5	11	-0.4	-3	-1.4	-2	.	9	.
C=CCn1c(COc2ccc(F)cc2)nnc1SCC(=O)NC(=O)NCc1ccco1	-5	-4	0	-7.1	-4	-0.9	0	-0.9	30	10
CC1(C)CC2CC(C)(CN2C(=O)COC(=O)c2cccnc2Cl)C1 (configuration not stated)	0	10	5	i	-2	-0.5	.	-0.1	.	-13
Cc1ccc(Nc2c(-c3ccc(N4CCOCC4)cc3)nc3cnccn23)cc1	8	12	7	-0.5	24	-0.7	-6	3.1	16	1
Cc1ccc(S(=O)(=O)NCc2ccco2)cc1C	2	2	1	i	3	-0.1	3	-1.1	7	-4
CC(C)(C)c1ccc(NC(=O)COC(=O)c2ccc3ncsc3c2)cc1	2	-19	-4	-0.3	14	2.0	.	-1.4	.	0
CCCCN1C(=O)CC(N2CCOCC2)C1=O (configuration not stated)	-1	4	5	3.4	-3	5.1	2	-1.2	-36	-2
CSc1ccc(CN2CCC(C)(Oc3ccccc3C)C2)cc1 (configuration not stated)	4	.	.	-0.2	8	.	.	1.3	.	.
CCN(CC)S(=O)(=O)c1cccc(C(=O)NCC2(N3CCOCC3)CCCCC2)c1	5	.	1	-2.1	1	.	.	0.9	.	1
CC(C)Oc1ccc(Cl)cc1Nc1nc(NCCO)nc(N2CCCC2)n1	1	-5	-4	i	3	-3.2	.	0.1	.	2
Cn1nccc1C(=O)NC1CCCc2c1cnn2-c1cc(F)cc(F)c1 (configuration not stated)	+	-2	-7	i	8	-1.6	-1	2.9	-14	-11
CCOCCCNC(=O)c1cn2c3c(ccc(Cl)c3c1=O)OC(C)C2 (configuration not stated)	26	.	2	0.6	8	.	1	-2.4	-29	-8
O=[N+]([O-])c1cccnc1Sc1ccccc1Cl	-1	2	8	-0.8	1	-0.8	.	.	.	2
CC(C)(CO)Cc1cc(C(C)(C)C)c(O)c(C(C)(C)C)c1	-2	-1	12	3.6	-8	-1.0	.	-0.1	.	-6
O=C(Cn1cc(C(F)(F)F)ccc1=O)Nc1ccc(N2CCOCC2)cc1	-2	-6	12	-0.4	-8	0.3	3	-1.8	33	-8
CC(C)(C)c1ccc(-c2nnc(SCC(=O)Nc3sc4c(c3C#N)CCCC4)o2)cc1	-1	-12	0	-0.2	6	0.2	7	.	-4	-22
O=C(C(Cc1ccccc1)n1cccc1)N1CCN(c2cccc(Cl)c2)CC1 (configuration not stated)	-1	-8	-2	-0.4	6	-0.9	1	-0.2	42	-11
CC1(C(=O)N/N=C/c2ccccc2)CC1(Br)Br (configuration not stated)	-1	2	4	i	3	1.7	1	.	4	.
CCCC(=O)c1c[nH]c(C(=O)NCCc2ccccn2)c1	-2	7	4	-0.7	5	-3.8	-1	4.7	-4	-5
Cc1ccc(NC(=O)CN(C)C(=O)c2ccc(OCc3cn4ccccc4n3)cc2)cc1	10	2	10	-8.1	6	-1.2	.	0.2	.	15
CC(=O)Nc1ccc(OCC(O)Cn2nc(C)c(C)c2C)cc1 (configuration not stated)	1	-9	0	-0.9	-2	-0.9	-4	0.9	.	-16
